RAD54 inh = inhibitors of human RAD54 branch migration, primary screen, biochemical, fluorescence, single point. RAD54 Holliday junction branch migration, FAM/BHQ fluorescence. actives 0.14% (n = 360,000). inhibition, % at 10.4 µM. DNA repair and recombination protein RAD54-like (Homo sapiens), Q92698. AID 602329, 2012;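 active means mean normalized replicate activity at least 40 and at least half of replicates scoring 40 or more; inconclusive means only one of the two criteria met; inactive means mean below 40 and under half of replicates reaching 40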;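 further: 0% = median of neutral control wells and 100% = median of positive control wells; inhibitors cause a drop in the FAM fluorescence signal; in these data hits start at about 50%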
E-sel inducer = E-selectin induction in HUVECs, primary screen, imaging, HUVEC, immunofluorescence imaging, single point. normalized: neutral wells 0, TNF-alpha wells 100. activation, % at 7.58 µM. actives 0.37% (n = 260,000). AID 686992, 2013;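 active means mean E-selectin-positive cell signal at least 10% of the positive control, reached in at least 60% of replicates, without over 20% cell loss; inconclusive means no rule given, readout overlaps actives, possibly toxicity-flagged; inactive means the rest, including those meeting only one limit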;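 further: in these data hits start at about 27%; measured in HUVEC primary endothelial cells; signal is the percent of cells scored E-selectin positive by PE staining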
Target sequence (P16581 whole entry, looked up): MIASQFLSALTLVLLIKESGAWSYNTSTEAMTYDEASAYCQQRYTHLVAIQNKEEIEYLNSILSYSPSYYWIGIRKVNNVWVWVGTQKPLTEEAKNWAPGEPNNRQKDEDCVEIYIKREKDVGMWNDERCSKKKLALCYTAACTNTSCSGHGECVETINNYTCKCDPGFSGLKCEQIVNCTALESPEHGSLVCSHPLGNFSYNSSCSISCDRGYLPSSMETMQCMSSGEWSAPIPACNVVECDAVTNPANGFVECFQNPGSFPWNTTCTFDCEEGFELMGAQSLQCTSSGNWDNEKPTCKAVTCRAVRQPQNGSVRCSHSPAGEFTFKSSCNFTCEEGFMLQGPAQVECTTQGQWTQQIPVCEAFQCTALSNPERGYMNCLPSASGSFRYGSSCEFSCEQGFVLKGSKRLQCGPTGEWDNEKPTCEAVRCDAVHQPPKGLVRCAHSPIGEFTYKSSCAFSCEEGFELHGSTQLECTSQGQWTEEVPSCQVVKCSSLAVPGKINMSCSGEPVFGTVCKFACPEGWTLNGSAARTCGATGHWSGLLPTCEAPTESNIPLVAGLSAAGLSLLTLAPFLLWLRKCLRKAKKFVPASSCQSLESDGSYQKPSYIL
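System: HUVEC, human umbilical vein endothelial cells; quantity: 3,000 cells/well; buffer or medium: EGM-2 medium, gelatin-coated wells; dosing: single-point compound dose; detection: immunofluorescence imaging; evaluation: % PE-positive cells; benchmarks: TNF-alpha, DMSO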
Xi reactivation = activators of inactive X chromosome reactivation, primary screen, imaging, XiGFP fibroblasts, GFP high-content imaging, set 2; XiGFP mouse fibroblasts, % GFP-positive cells imaging, 3 d; cells co-treated with 5-aza-dC sensitizer; scaled so ellipticine positive control = 100%; activation, % at 7.58 µM; actives 0.055% (n = 360,000); AID 743238, 2013;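 active means mean normalized replicate activation at least 10% and every replicate at or above 10%; inconclusive means only one of the two criteria met; inactive means mean below 10% and not all replicates reach 10%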;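 further: 0% = median of on-plate neutral control wells and 100% = ellipticine 6 µM median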
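material = 68-5-11 XiGFP fibroblast line | medium = DMEM plus 5-aza-dC sensitizer | schedule = 3 days compound exposure | benchmarks = positive control ellipticine, 6 µM final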
DENV2 CPE rescue = inhibitors of DENV2 cytopathic effect, primary screen, cell-based, plate reader, single concentration; DENV2-infected cells, cytopathic effect rescue; CPE inhibition, % at 9.99 µM; actives 1.7% (n = 350,000); in the data active means CPE inhibition above about 20%, passing the limit was not always enough; inconclusive means no clear call, values can overlap the other calls; tested in BHK-21 cells;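 further: 0% = median of neutral control wells and 100% = median of positive control wells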
F508del corr = F508del CFTR correction, initial screen, CFBE line, single point; activity (quench increase), % at 7.58 µM; actives 0.36% (n = 350,000); AID 720511, 2013; CFBE cells, YFP halide quenching; stimulated with forskolin plus potentiator P3; % fluorescence drop versus neutral controls;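 active means mean added fluorescence quench of at least 8% versus neutral control, with both replicates also reaching 8%; inconclusive means only one of the mean or replicate conditions met; inactive means mean below 8% and not both replicates reaching 8%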;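 further: cells transiently co-express mutant CFTR-F508del with the halide-sensitive YFP; corrector assay measuring rescue of mutant channel to the surface after 24 h compound exposure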
Casp6 inh = human caspase-6 inhibitors, primary screen, biochemical, VEID-R110 fluorescence, single point, set 2. AID 686996, 2013. P55212. actives 0.53% (n = 350,000). inhibition, % at 12.5 µM. purified caspase-6, Z-VEID-R110 cleavage fluorescence;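 active means mean inhibition across replicates at least about 35%, with every replicate also reaching that limit, limit read from the data; inconclusive means only one of the two criteria met; inactive means neither criterion met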;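 further: 0% = median of neutral control wells and 100% = no fluorescence left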
Target sequence (P55212 24-179 limits assumed): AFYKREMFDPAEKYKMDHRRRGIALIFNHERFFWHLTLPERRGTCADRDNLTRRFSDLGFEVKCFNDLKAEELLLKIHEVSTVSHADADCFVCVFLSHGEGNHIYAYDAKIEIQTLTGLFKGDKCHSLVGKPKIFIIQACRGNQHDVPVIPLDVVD
Target sequence (P55212 194-293 limits assumed): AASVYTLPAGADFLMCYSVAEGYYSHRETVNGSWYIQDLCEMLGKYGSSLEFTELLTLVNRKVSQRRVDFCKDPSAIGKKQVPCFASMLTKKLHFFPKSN
RAD52 inh = RAD52 DNA annealing inhibitors, primary screen, biochemical, FRET, single point, set 2 | DNA repair protein RAD52 homolog (Homo sapiens), P43351 | recombinant RAD52 DNA annealing, FRET fluorescence | inhibition, % at 18.7 µM | actives 0.46% (n = 360,000);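 active means every replicate showing at least 50% inhibition; inconclusive means mean inhibition at least 50% but not in every replicate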
INS-1E GSIS act = GLuc luminescence reporter in INS-1E cells, primary screen for activators of glucose-dependent secretion of insulin; INS-1E GLuc reporter insulin secretion, 2-3 h; activation, % at 16.6 µM; actives 0.61% (n = 370,000);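 active means lowest replicate activation of at least 40%, so every replicate reaches that level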;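 further: 0% = median of neutral control wells and 100% = median of IBMX positive control wells; some compounds called inactive have numbers as strong as hits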
The depositor's hits bear a star; u = inconclusive; x = not tested or not shown.

SMILES	RAD54 inh	E-sel inducer	Xi reactivation	DENV2 CPE rescue	F508del corr	Casp6 inh	RAD52 inh	INS-1E GSIS act
C[C@H]1CN([C@@H](C)CO)C(=O)c2cc(-c3ccc(C#N)cc3)cnc2O[C@H]1CN(C)C(=O)c1cccnc1	6	0.0	-0.8	3	0.8	x	7	16
C=CCNC(=O)c1ccc(N(Cc2ccc(Cl)cc2)S(C)(=O)=O)cc1	-3	0.2	0.0	-3	2.0	-1	1	-13
C[C@H](CO)N1C[C@H](C)[C@H](CN(C)S(=O)(=O)c2ccc(Cl)cc2)Oc2c(NS(=O)(=O)c3cn(C)cn3)cccc2C1=O	6	-0.3	0.3	-4	-0.3	-1	8	21
NC(c1cccc(F)c1)c1nc(-c2ccc(Cl)cc2)cs1 (centres undefined)	0	0.1	0.0	8	1.3	-2	-38	-11
COc1ccc2c3c([nH]c2c1)[C@@H](CO)N(Cc1ccncc1)CC31CN(C(=O)CN(C)C)C1	x	0.3	0.0	u	-3.6	-2	6	13
COC(=O)c1cc(C(=O)c2c(C)cc3ccccn23)cc([N+](=O)[O-])c1	-2	0.1	0.4	-2	0.4	0	-9	4
CO[C@H]1CN(C)C(=O)c2ccc(NC(=O)Cc3ccccc3)cc2OC[C@H](C)NC[C@H]1C	4	0.1	0.0	-3	-0.2	-5	-2	-7
Cc1noc(C)c1NC(=O)Nc1ccc2c(c1)C(=O)N([C@@H](C)CO)C[C@H](C)[C@@H](CN(C)Cc1ccncc1)OCCCC[C@@H](C)O2	0	0.0	0.0	11	0.0	-3	-4	11
Cc1ccc(-n2nc(C(N)=O)nc2-c2ccccc2)cc1	-3	0.0	0.2	1	0.2	0	-26	18
COc1cc2c(cc1OC)C1(Nc3c-2c(C)nn3-c2ccccc2)C(=O)Nc2ccccc21 (centres undefined)	-7	x	x	x	x	-3	-13	-7
Cc1ccc(NS(=O)(=O)c2ccc(-c3ccc(=O)[nH]n3)o2)cc1N(C)C	2	x	0.0	-3	-0.4	-3	-9	0
CCCCCCN1C[C@H](n2cc(COC(=O)c3ccccc3)nn2)[C@@H](O)C[C@@H]1c1ccc(Cl)cc1	-2	-11	0.2	8	1.8	0	-27	17
CN(CC(=O)Nc1ccc(F)cc1[N+](=O)[O-])Cc1ccccc1	x	x	0.0	0	0.2	0	-7	22
CN(C(=O)[C@@H](Cc1ccccc1)NC(=O)[C@H]1O[C@@H](n2cnc3c(=O)[nH]c(N)nc32)[C@H](O)[C@@H]1O)C1CCCCC1	x	-0.2	0.8	-3	-0.9	0	3	x
C[C@@H]1CN([C@H](C)CO)C(=O)c2cccc(NS(C)(=O)=O)c2O[C@H]1CN(C)C(=O)Nc1ccc(F)cc1	-10	0.2	-0.8	-8	0.7	2	2	-4
CCC(=O)N1CC2(CN(C(=O)Nc3c(C)noc3C)C2)c2c([nH]c3cc(OC)ccc23)[C@@H]1CO	x	0.6	0.7	1	-0.7	x	-2	4
CO[C@@H]1CN(C)C(=O)c2cc(NC(=O)C3CC3)ccc2OC[C@H](C)N(CC2CCOCC2)C[C@@H]1C	-5	0.0	-0.1	2	1.2	0	0	3
CC(C)C#Cc1ccc2c(c1)O[C@@H](CN(C)Cc1ccccc1)[C@@H](C)CN([C@@H](C)CO)S2(=O)=O	-1	-0.3	-1.4	2	6.1	0	16	-12
CC(=O)O[C@@H]1[C@H](OC(=O)CC(C)C)c2c(ccc3ccc(=O)oc23)OC1(C)C	-3	0.5	0.0	0	-1.7	-1	-7	-37
N/C(=N\c1nc2ccccc2o1)NC(=O)c1cccc(Cl)c1	-4	-0.1	0.0	4	1.0	-4	-18	9
Cc1noc(C)c1NC(=O)N(C)C[C@@H]1Oc2ccc(N(C)C)cc2C(=O)N([C@@H](C)CO)C[C@@H]1C	-7	-7.2	-0.7	15	-1.2	0	-7	18
O=C(CCC(=O)c1cccs1)OCC(=O)c1ccc(Cl)s1	16	x	x	x	x	2	-20	8
COc1cc(N)c(Cl)cc1C(=O)NC1CCN(Cc2ccccc2)CC1	2	-0.4	0.1	8	1.0	49*	9	12
Cc1nn(C)cc1CN(C)C(=O)c1ccc(OC2CCN(Cc3ccccn3)CC2)cc1	-12	x	0.1	0	1.4	-10	-31	4
O=C(Cc1cccs1)N1CCN=C1SCc1cccc(F)c1	1	0.3	0.0	-2	-2.7	-1	-6	9

Part of the list above, with each value named.
Molecule: C[C@H](CO)N1C[C@H](C)[C@H](CN(C)S(=O)(=O)c2ccc(Cl)cc2)Oc2c(NS(=O)(=O)c3cn(C)cn3)cccc2C1=O
  RAD54 inh: 6 | E-sel inducer: -0.3 | Xi reactivation: 0.3 | DENV2 CPE rescue: -4 | F508del corr: -0.3 | Casp6 inh: -1 | RAD52 inh: 8 | INS-1E GSIS act: 21

Molecule: NC(c1cccc(F)c1)c1nc(-c2ccc(Cl)cc2)cs1 (centres undefined)
  RAD54 inh: 0 | E-sel inducer: 0.1 | Xi reactivation: 0.0 | DENV2 CPE rescue: 8 | F508del corr: 1.3 | Casp6 inh: -2 | RAD52 inh: -38 | INS-1E GSIS act: -11

Molecule: COc1ccc2c3c([nH]c2c1)[C@@H](CO)N(Cc1ccncc1)CC31CN(C(=O)CN(C)C)C1
  RAD54 inh: x | E-sel inducer: 0.3 | Xi reactivation: 0.0 | DENV2 CPE rescue: u | F508del corr: -3.6 | Casp6 inh: -2 | RAD52 inh: 6 | INS-1E GSIS act: 13

Continuation.
SMILES	RAD54 inh	E-sel inducer	Xi reactivation	DENV2 CPE rescue	F508del corr	Casp6 inh	RAD52 inh	INS-1E GSIS act
Cc1ccc(/C=N/Nc2ccc(F)cc2)s1	5	x	0.0	3	-0.6	-6	-1	2
O=C(C[C@@H]1C[C@H]2c3cc(NS(=O)(=O)c4ccccc4)ccc3O[C@H]2[C@H](CO)O1)NC1CCCCC1	-14	-0.2	0.2	-1	-0.7	-4	-2	-29
NC(=O)NOCc1ccccc1	x	x	0.0	0	0.4	3	-16	10
CCN(CC(=O)Nc1c(F)cccc1F)C(=O)C1CCN(C(=O)c2ccc(F)cc2)CC1	-10	3.2	0.3	-2	-1.1	9	-2	13
CNC[C@@H]1Oc2ccc(NC(=O)Cc3cn(C)c4ccccc34)cc2CC(=O)N([C@@H](C)CO)C[C@@H]1C	-1	-4.5	0.0	-3	-0.3	0	9	13
CCN(C(=O)CSc1nnc(-c2ccc3c(c2)OCO3)o1)C1CCS(=O)(=O)C1 (centres undefined)	-2	x	-0.1	-6	1.3	1	2	-4
CCC(C)/C(C)=N/Nc1ccc(S(N)(=O)=O)cc1[N+](=O)[O-] (centres undefined)	4	2.1	0.1	6	3.9	4	1	-9
CCCC(=O)Nc1ccc2c(c1)C(=O)N(C)C[C@@H](OC)[C@@H](C)CN(Cc1ccccc1F)[C@@H](C)CO2	-8	-0.2	0.3	-2	0.4	-2	10	-12
Nc1ccn([C@@H]2O[C@H](C(=O)N[C@H](CO)c3ccccc3)[C@@H](O)[C@H]2O)c(=O)n1	-1	2.5	0.0	1	4.5	0	-11	26
CCc1sc(C(=O)N2CCN(C(=O)c3ccccc3)CC2)cc1C	4	-0.6	0.1	-7	-1.4	-1	-11	-22
Cc1cccc(NC(=O)CCNS(=O)(=O)c2ccc(Cl)cc2)c1	9	0.2	0.0	3	1.1	3	-2	-2
CCN(Cc1ccncc1)Cc1ccc(OC)c(OC)c1	5	x	0.0	-4	0.2	-6	1	5
Cc1cc(Cl)ccc1NC(=S)NC1CCCC1	6	x	-0.1	8	0.1	2	14	-2
O=C(NNC(=O)c1sc2ccccc2c1Cl)Nc1ccc(Cl)cc1	12	x	x	x	x	-3	-10	-3
CCN(CC)CCOC(=O)c1ccc(NC(=O)CSc2nnc(-c3cccs3)n2CC)cc1	2	-0.2	0.5	4	2.6	-7	-6	8
COc1ccc(CNC(=O)CSc2n[nH]c(N)n2)cc1	2	-0.3	0.2	u	-1.4	-5	-13	-1
CN1C(=O)c2cccc3c(S(=O)(=O)N(C)C)ccc1c23	-10	0.1	0.1	14	2.6	0	-9	22
CCC(=O)N(CCc1ccccc1C)Cc1cc2ccc(C)cc2[nH]c1=O	7	x	-0.1	u	x	-3	-8	x
C[C@@H]1CN([C@H](C)CO)C(=O)c2cc(NS(=O)(=O)c3ccc(Cl)cc3)ccc2O[C@@H](C)CCCCO[C@H]1CN(C)C(=O)Nc1ccc(C(F)(F)F)cc1	-8	0.6	-0.1	8	-3.6	4	15	6
O=C(NC1CCN(Cc2ccccc2)CC1)C1CCN(S(=O)(=O)c2ccc(Cl)cc2)CC1	x	-0.1	-0.1	-1	0.9	3	-36	8
COc1ccc(NC(=O)Nc2ccc3c(c2)[C@H]2C[C@H](CC(=O)N4CCOCC4)O[C@H](CO)[C@H]2O3)cc1	-4	0.0	0.6	-6	-2.2	x	x	1
N#C[C@@H]1[C@H](c2ccccc2-c2cccc(F)c2)[C@H](CO)N1C(=O)C1CCC1	x	0.6	0.2	-3	3.6	1	6	-8
Cc1ccc(Cl)cc1-c1cc(C(=O)NCc2cc(C(F)(F)F)cc(C(F)(F)F)c2)[nH]n1	-5	0.0	-0.1	-4	-2.1	-1	-9	x
CN1C(=O)c2cc(NC(=O)C3CCC3)ccc2OC[C@@H]2O[C@@H](CC(=O)NCc3ccccc3F)CC[C@@H]21	x	0.0	0.0	-1	-0.7	0	16	20
C[C@H]1CN([C@@H](C)CO)C(=O)Cc2cc(NC(=O)c3ccncc3)ccc2O[C@H]1CN(C)Cc1ccc(-c2ccccc2)cc1	6	1.4	-1.1	1	3.2	1	-16	-27
COc1ccc(NC(=O)COC(=O)c2cc(OC)c(OC)c(OC)c2)c([N+](=O)[O-])c1	-11	0.1	0.0	5	2.0	0	14	-5
CC(C)C(NC(=O)c1cccnc1)C(=O)O (centres undefined)	-13	x	0.0	1	0.7	1	-8	3
Cc1nnc2n1N=CC=C(c1ccccc1)S2	3	x	x	x	x	5	-12	41*
C[C@H]1CN([C@@H](C)CO)C(=O)c2cc(NS(=O)(=O)c3ccc(Cl)cc3)ccc2O[C@H]1CN(C)C(=O)Nc1ccccc1	-10	-13	0.0	4	1.5	0	-2	5
CC1CCC2(CC1)NC(=O)N(NC(=O)CCc1c[nH]c3ccccc13)C2=O (centres undefined)	6	1.3	0.3	0	-1.7	0	-1	-7

Shown as a hit in Casp6 inh (from the list above):
SMILES | DENV2 CPE rescue | F508del corr | Casp6 inh | RAD52 inh | INS-1E GSIS act
COc1cc(N)c(Cl)cc1C(=O)NC1CCN(Cc2ccccc2)CC1 | 8 | 1.0 | 49* | 9 | 12

Compound activity (PubChem)
